Screens from PubChem.
JMJD2A Tudor: inhibitors of human JMJD2A Tudor domain | AlphaScreen JMJD2A-Tudor / H3K4me3 peptide binding | Potency, µM (highest dose often 114 µM), inactives show at the top dose activity change, negative = inhibition, most hits filed as inhibitors | 390,000 compounds, 4.4% hits | O75164; also: potency is read from the fitted curve at half-maximal effect; % is scaled to controls: 0 for no effect and ±100 for the full control effect; nearly all actives have a fitted effect of over 50% in size
GLS inhibitor: blocks human kidney-isoform glutaminase activity. O94925. GLS enzymatic activity, qHTS titration. Potency, µM (top dose mostly 45.5 µM), without a hit: at the top dose activity change, negative = inhibition, most hits filed as inhibitors. 410,000 compounds, 0.21% hits. AID 624170; also: potency is read from the fitted curve at half-maximal effect; % is scaled to controls: 0 for no effect and ±100 for the full control effect
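Glutamate formation by hKGA was monitored fluorometrically using coupled glutamate oxidase, HRP and Amplex Red. Substrate was added as 1 mM L-glutamine solution; incubation was 30 min at RT after an initial read.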
PI4K2A block: blocks human PI4K2A kinase activity; 420,000 compounds, 0.13% hits; purified PI4K2A, ADP-Glo luminescence, 1 h; stronger effect = lower value; activity change, negative = inhibition, % at 76.9 µM; in the data active = activity change below about -50%; inconclusive = mostly about -30% to -49%;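 also: -100% = wells without enzyme as full effect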
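PI4K2A activity was measured by ADP-Glo luminescence: enzyme (4 ug/mL stock) and phosphatidylinositol (1.2 mM stock) in Tris pH 7.5/MgCl2/EGTA/Triton X-100 buffer were reacted with ATP (300 microM stock) for one hour at ambient temperature.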
RGS4 inh: inhibitors of human regulator of G protein signaling 4. AID 504845. 390,000 compounds, 0.039% hits. P49798. Potency, µM (doses to about 114 µM), inactives show at the top dose activity change, negative = inhibition, hits mostly inhibitors. Transcreener GDP fluorescence polarization, RGS4-accelerated GTP hydrolysis; also: potency is read from the fitted curve at half-maximal effect; % is scaled to controls: 0 for no effect and ±100 for the full control effect; nearly all actives have a fitted effect of over 75% in size; some results filed as inactive show a strong effect at the top dose
Target sequence (P49798 whole entry, looked up): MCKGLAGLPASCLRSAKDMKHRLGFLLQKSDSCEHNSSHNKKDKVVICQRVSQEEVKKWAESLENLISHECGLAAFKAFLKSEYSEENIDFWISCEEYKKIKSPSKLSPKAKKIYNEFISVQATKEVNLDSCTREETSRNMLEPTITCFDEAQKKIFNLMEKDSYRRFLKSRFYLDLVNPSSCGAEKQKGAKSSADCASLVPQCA
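MLSMR compounds (23 nl, pin-transferred) preincubated 10 min at room temperature with a 500nM (2x) first reagent, then RGS4 at 900nM (2x) plus Transcreener GDP mix added; fluorescence polarization (620/688 nm) read before and after 90 min at 30 °C.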
HP1b binding inh: inhibitors of HP1-beta chromodomain binding to methylated histone tails. AlphaScreen HP1-beta / biotin-H3K9me3 peptide binding. P83916. 390,000 compounds, 0.56% hits. Potency, µM (doses to about 114 µM), for inactives: at the highest dose activity change, negative = inhibition, hits mostly inhibitors; also: potency is read from the fitted curve at half-maximal effect; nearly all actives have a fitted effect of over 70% in size; inactives centre near 23
Target sequence (P83916 whole entry, looked up): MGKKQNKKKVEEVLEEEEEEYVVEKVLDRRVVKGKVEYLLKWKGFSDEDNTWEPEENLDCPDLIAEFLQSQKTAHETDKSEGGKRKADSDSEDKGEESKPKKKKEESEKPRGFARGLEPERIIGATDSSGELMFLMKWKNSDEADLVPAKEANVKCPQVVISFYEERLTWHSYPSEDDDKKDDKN
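AlphaScreen: HP1-beta (50 nM) preformed 30 min with biotin-H3(1-18)K9me3 peptide (50 nM) in PBS pH 7.4, 0.01% Tween-20. Compound added for 30 min at RT, then streptavidin donor/nickel chelate acceptor beads (10 ug/mL) for 30 min.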
BAZ2B inh: inhibitors of human BAZ2B bromodomain; Q9UIF8; AlphaScreen BAZ2B-H3K14Ac peptide displacement; Potency, µM (doses to about 114 µM), inactives show top-dose activity change, negative = inhibition, most hits filed as inhibitors; 360,000 compounds, 4.4% hits; also: potency is read from the fitted curve at half-maximal effect; % is scaled to controls: 0 for no effect and ±100 for the full control effect; nearly all actives have a fitted effect of over 60% in size
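In this displacement format the biotinylated H3(5-23) peptide acetylated at Lys14 serves as ligand at 50 nM, with BAZ2B at 50 nM in PBS pH 7.4 containing 0.01% Tween-20. Donor and acceptor beads are 10 ug/mL final.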
ERG Ets-DNA blk: inhibitors of human ERG Ets domain-DNA interaction | 370,000 compounds, 0.028% hits | P11308 | Potency, µM (series often up to 76.9 µM), for the others: top-dose FP activity, negative = inhibition, actives largely listed as inhibitors | fluorescence polarization, His-ERG Ets domain / labelled DNA; active = well fitted inhibition curve with a large enough effect in the polarisation, with a control signal flat; inconclusive = small, poorly fitted or top-dose-only effect, or effect the other way, or a change in a side signal; inactive = no such curve, though single readings can be large or run the other way; the % refers to the polarisation;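 also: polarization taken with two DNA probes labelled with fluorescein and Texas red; potency is read from the fitted curve at half-maximal effect; % of control where 0% means no effect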
Target sequence (P11308 whole entry, looked up, the tested form may be a part): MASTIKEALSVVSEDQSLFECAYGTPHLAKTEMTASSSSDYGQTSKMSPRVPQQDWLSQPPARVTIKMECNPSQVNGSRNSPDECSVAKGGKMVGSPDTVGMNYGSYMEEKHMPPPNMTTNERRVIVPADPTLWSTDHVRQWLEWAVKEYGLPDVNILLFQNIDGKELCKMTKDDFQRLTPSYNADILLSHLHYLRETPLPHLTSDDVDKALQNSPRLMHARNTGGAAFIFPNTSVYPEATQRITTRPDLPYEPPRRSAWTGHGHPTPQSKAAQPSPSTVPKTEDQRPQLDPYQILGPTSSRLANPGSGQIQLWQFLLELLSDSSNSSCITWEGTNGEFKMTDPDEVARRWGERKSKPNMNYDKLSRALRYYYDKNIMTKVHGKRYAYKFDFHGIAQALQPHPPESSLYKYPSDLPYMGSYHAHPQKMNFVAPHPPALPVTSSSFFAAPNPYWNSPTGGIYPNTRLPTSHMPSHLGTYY
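His-tagged ERG Ets domain (1 uM in the protein solution; 300mM KCl, 50mM Tris-HCl, 1mM EDTA, 1mM DTT, pH 7.5) received compound, then a probe mix of 5 nM fluorescein-DNA and 100nM Texas-615-DNA. Fluorescence polarization was read for both dyes.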
12-LOX inh: blocks human arachidonate 12S-lipoxygenase; P18054; purified 12hLO, xylenol orange hydroperoxide absorbance; Potency, µM (highest dose often 108 µM), inactives show at the top dose activity change, negative = inhibition, actives largely listed as inhibitors; 580,000 compounds, 1.1% hits; AID 1671190; also: potency is read from the fitted curve at half-maximal effect; % is scaled to controls: 0 for no effect and ±100 for the full control effect
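Purified human 12hLO (150 nM final) in 25 mM Hepes, 0.01% Triton X-100, pH 7.0 was preincubated 15 min at room temperature with compound. Then 40 uM arachidonic acid was added, 30 min. Hydroperoxide was read by Fe-XO absorbance ratio 573/405 nm.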
G9a block: G9a (human) methyltransferase inhibition; Potency, µM (series often up to 102 µM), inactives show at the top dose activity, negative = inhibition, most hits filed as inhibitors; AID 504332; Q96KQ7; G9a H3K9 monomethylation, AlphaScreen, 2 h; 350,000 compounds, 8.8% hits; also: potency is read from the fitted curve at half-maximal effect; % is scaled to controls: 0 for no effect and ±100 for the full control effect; nearly all actives have a fitted effect of over 75% in size
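G9a (20 nM) was preincubated 15 min with compound, then reacted 2 h at room temperature with 500 nM biotin-H3K9 peptide and 20 µM SAM. Monomethyl-H3K9 detected by AlphaScreen using anti-H3K9me1 antibody.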
Active calls of the source: *; ? = inconclusive; / = no result given; [ ] = another dose, or the depositor's remark. Unless noted, calls follow the shape of the dose curve; as a rule, active = well fitted curve in the direction sought with a large enough effect; inconclusive = small, poorly fitted or top-dose-only effect, or another doubt; inactive = no such curve, though single readings can be large; an effect the other way counts as inactive or inconclusive. A portion of the library; the hit share may differ from the screen's.

| SMILES | JMJD2A Tudor | GLS inhibitor | PI4K2A block | RGS4 inh | HP1b binding inh | BAZ2B inh | ERG Ets-DNA blk | 12-LOX inh | G9a block |
| --- | --- | --- | --- | --- | --- | --- | --- | --- | --- |
| CC1CC(C)(C)CC2(C1)NC(=O)N(CC(=O)N1CCN(S(=O)(=O)c3cccc(Cl)c3Cl)CC1)C2=O (stereo unspecified) | -16.2% | -0.7% | 8.2 | 6.2% | 25.9% | / | 2.6% | ? | / |
| C(=N\Nc1ccc2ccccc2n1)/c1ccc2c(c1)OCCO2 | ? | 4.1% | -10.5 | 14.9% | -6.4% | ? | 4.9% | ? | ? |
| Cc1ccccc1C(=O)Nc1ccnn1C1CCN(C(=O)c2ccoc2)CC1 | -8.8% | 0.3% | -1.3 | -31.9% | 12.2% | -11.8% | 0.3% | 0.0% | 4.0% |
| F[B-](F)(F)c1cncc2ccccc12 | -6.8% | -0.3% | 1.1 | 28.8% | 14.9% | / | 7.1% | ? | / |
| C=CCNc1cc(C)oc(=O)c1C(=O)CC | -25.6% | -3.9% | 2.6 | 15.1% | 18.0% | -7.2% | 3.5% | 23.8% | 19.9% |
| Cc1cc(NC(=O)CSc2nnc(-c3ccccc3)n2C)no1 | -25.1% | 0.0% | -4.0 | -40.9% | -24.6% | -2.4% | 9.8% | 1.7% | 15.0% |
| CC(=O)c1nc(N2C(=O)CC(Cc3cc(C)cc(C)c3)C2=O)sc1C (stereo unspecified) | -13.6% | -2.2% | -0.8 | -39.6% | 22.3% | -26.2% | -2.3% | -17.4% | 44.7µM* |
| CCC(=O)NC(c1cccc([N+](=O)[O-])c1)c1c(OC(C)=O)ccc2ccccc12 (stereo unspecified) | -12.3% | 6.3% | 1.8 | -3.2% | 22.1% | 3.5% | 11.2% | 0.0% | ? |
| Cc1sc(NC(=O)CN(C(=O)c2ccccc2F)C2CCCC2)c(C(N)=O)c1C | -31.2% | 4.1% | -0.7 | -0.3% | -5.4% | -7.5% | 9.6% | -4.7% | -7.2% |
| Cc1csc(NC(=O)CSc2nccn2Cc2ccco2)n1 | -8.2% | -0.8% | -2.2 | 34.9% | 17.0% | 10.8% | 6.7% | 4.4% | 44.4%[activator] |
| COc1ccc(CCNC(=O)COC(=O)/C=C/c2ccc(OCC#N)c(OC)c2)cc1OC | 5.7% | 0.2% | 4.0 | -20.8% | 44.7% | 5.2% | -11.2% | -5.1% | 2.7%[59 µM] |
| COc1cc(/C=C2\SC(=S)N(CC(=O)Nc3ccccn3)C2=O)cc(OC)c1OC | ? | 6.8% | -0.4 | -26.3% | -27.1% | ? | 12.0% | -18.1% | ? |
| COc1cc(/C=C2\SC(=S)N(NC(=O)c3ccncc3)C2=O)ccc1O | -8.7% | 10.9% | 0.3 | 1.9% | -26.7% | ? | 146.7%[activator] | ? | 44.7µM* |
| COc1cccc(N2C(=O)C(Cc3c[nH]c4ccccc34)NC2=S)c1 (stereo unspecified) | -23.2% | -9.0% | 3.1 | -26.7% | 24.8% | -3.1% | -3.2% | -3.3% | 15.8%[59 µM] |
| COC(=O)C(NC(=O)c1cccnc1Cl)C(C)C (stereo unspecified) | -8.6% | -2.3% | 1.1 | -0.3% | -3.3% | -20.0% | -5.3% | 0.0% | -32.7% |
| O=C(Cc1ccc(Cl)cc1)NCCS(=O)(=O)N1CCN(c2ccccc2F)CC1 | -2.1% | 3.5% | 0.3 | 12.3% | 15.9% | 12.4% | -7.1% | ? | 5.1%[0.501 µM] |
| COc1ccc(C(C)(C)C)cc1S(=O)(=O)NCC1CCCO1 (stereo unspecified) | -1.5% | -11.8% | 4.0 | -32.3%[56.9 µM] | 60.6%[activator] | / | -13.4% | 72.2%[activator] | / |
| COc1cccc(NC(=O)Nc2ccc3nc(C)c(C)nc3c2)c1 | -2.7% | 0.8% | -2.5 | -12.1% | 39.4%[activator] | 2.2% | 4.3% | -9.3% | 52.6%[59 µM] |
| CCCC(=O)Nc1cc(C)c(O)c(-c2nc3ncccc3o2)c1 | -11.6% | 43.4%[activator] | -4.1 | 10.8% | 3.4% | -20.0% | 3.3% | -14.4% | -8.5%[59 µM] |
| CN(Cc1ccccc1F)C(=O)c1ccccc1Sc1ccccc1C#N | 11.7% | -0.6% | -1.6 | -24.6% | 81.4%[activator] | -14.1% | 7.1% | 0.0% | / |

Some of the entries so far, with each value named:
Structure: COC(=O)C(NC(=O)c1cccnc1Cl)C(C)C (stereo unspecified)
  JMJD2A Tudor: -8.6% | GLS inhibitor: -2.3% | PI4K2A block: 1.1 | RGS4 inh: -0.3% | HP1b binding inh: -3.3% | BAZ2B inh: -20.0% | ERG Ets-DNA blk: -5.3% | 12-LOX inh: 0.0% | G9a block: -32.7%

Structure: O=C(Cc1ccc(Cl)cc1)NCCS(=O)(=O)N1CCN(c2ccccc2F)CC1
  JMJD2A Tudor: -2.1% | GLS inhibitor: 3.5% | PI4K2A block: 0.3 | RGS4 inh: 12.3% | HP1b binding inh: 15.9% | BAZ2B inh: 12.4% | ERG Ets-DNA blk: -7.1% | 12-LOX inh: ? | G9a block: 5.1%[0.501 µM]

Structure: COc1ccc(C(C)(C)C)cc1S(=O)(=O)NCC1CCCO1 (stereo unspecified)
  JMJD2A Tudor: -1.5% | GLS inhibitor: -11.8% | PI4K2A block: 4.0 | RGS4 inh: -32.3%[56.9 µM] | HP1b binding inh: 60.6%[activator] | BAZ2B inh: / | ERG Ets-DNA blk: -13.4% | 12-LOX inh: 72.2%[activator] | G9a block: /

G9a block, hit marks shown above
| SMILES | JMJD2A Tudor | GLS inhibitor | PI4K2A block | RGS4 inh | HP1b binding inh | BAZ2B inh | ERG Ets-DNA blk | 12-LOX inh | G9a block |
| --- | --- | --- | --- | --- | --- | --- | --- | --- | --- |
| CC(=O)c1nc(N2C(=O)CC(Cc3cc(C)cc(C)c3)C2=O)sc1C (stereo unspecified) | -13.6% | -2.2% | -0.8 | -39.6% | 22.3% | -26.2% | -2.3% | -17.4% | 44.7µM* |
| COc1cc(/C=C2\SC(=S)N(NC(=O)c3ccncc3)C2=O)ccc1O | -8.7% | 10.9% | 0.3 | 1.9% | -26.7% | ? | 146.7%[activator] | ? | 44.7µM* |
